KOR beta-arrestin-1 = kappa opioid receptor activators – cell-based, luminescence, uHTS, primary screen (AID 1777) | KOR beta-arrestin recruitment, luminescence; higher % means a stronger effect | one-dose activation, % at 10 µM; EC50 in µM for titrated hits | 280,000 tested, 0.02% active; in the data active = activation above about 50%, passing the limit was not always enough; note: a part of the inactive calls stands beside numbers as strong as those of hits
West Nile virus CPE = inhibition of WNV-induced cytopathic effect – cell-based, CPE readout (AID 1621). West Nile virus-infected cells, CPE inhibition; higher % means a stronger effect. 290,000 tested, 0.02% active. CPE inhibition, % at 10 µM, or IC50 in µM where a hit was titrated; in the data active = a potency from the dose series; note: strong numbers were not always called active
NS5 inhibitors = flavivirus cap methylation enzyme inhibition – biochemical, confirmation dose response, primary screen (AID 588689); Dengue-2 NS5 methyltransferase capping enzyme assay, biochemical; higher % means a stronger effect; 340,000 tested, 0.3% active; inhibition, % at 25 µM, or IC50 in µM where a hit was titrated; in the data active = a potency from the dose series
HIV fusion peptide = cell-free HIV fusion peptide-binding blockers – biochemical, uHTS, fluorescence dequenching, primary screen (AID 1986); inhibition, % at 20 µM, or IC50 in µM where a hit was titrated; cell-free peptide binding, fluorescence dequenching, 30 min; higher % means a stronger effect; 290,000 tested, 0.3% active; in the data active = inhibition mostly above about 52%, no sharp cut-off; inactive = mostly below about 76%; note: some results filed as inactive read as strong as hits
GPR35 arrestin U2OS = inhibition of zaprinast-stimulated GPR35 beta-arrestin translocation – imaging, U2OS, beta-arrestin-GFP, zaprinast agonist, primary screen (AID 2058) | U2OS GPR35 beta-arrestin-GFP translocation imaging, zaprinast antagonism; higher % means a stronger effect | inhibition, % at 10 µM, or IC50 in µM where a hit was titrated | 290,000 tested, 0.052% active;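 active = inhibition of at least 50% with at least 30 cells and total cytoplasm GFP at most 10,000,000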
GPR55 activation = GPR55 agonists via beta-arrestin recruitment, primary screen, imaging, U2OS cells, beta-arrestin-GFP redistribution (AID 1961) | U2OS GPR55 beta-arrestin-GFP redistribution imaging; higher % means a stronger effect | activation, % at 10 µM; hits with a dose series show EC50 in µM | 290,000 tested, 0.048% active;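 active = activation above 40% with more than 50 cells counted in the well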;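 note: U2OS osteosarcoma cells stably expressing GPR55 and beta-arrestin-GFP; plate controls were DMSO negative control for no effect and LPI positive control for full effect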
GPR55 antagonists = GPR55 antagonists blocking LPI-driven arrestin recruitment, primary screen, imaging, U2OS, beta-arrestin-GFP, LPI agonist (AID 2013); U2OS GPR55 beta-arrestin-GFP translocation imaging, LPI antagonism; higher % means a stronger effect; one-dose inhibition, % at 10 µM; IC50 in µM for titrated hits; 290,000 tested, 0.13% active;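 active = spots per cell inhibited over 60%, with over 100 cells counted and total cytoplasm intensity under 500,000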;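 note: U2OS cells stably carrying GPR55 and arrestin-GFP stimulated by 5 µM LPI near EC80; imaged beta-arrestin-GFP aggregate spots per cell after agonist stimulation; plate controls were LPI-stimulated DMSO wells for no effect and DMSO wells without LPI for full effect; some results filed as inactive read as strong as hits; confirmed hits need IC50 under 10 µM and bright autofluorescent wells are also inconclusive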
KOR beta-arrestin-2 = KOR antagonists, beta-arrestin recruitment, cell-based, luminescence, uHTS (AID 1778) | KOR beta-arrestin recruitment, luminescence, antagonist mode; higher % means a stronger effect | 290,000 tested, 0.091% active | one-dose inhibition, % at 10 µM; IC50 in µM for titrated hits; in the data active = inhibition above about 50%; note: strong numbers were not always called active
NOD1 NF-kB reporter = inhibition of NOD1-driven NF-kB reporter – cell-based, luminescence, uHTS, primary screen (AID 1578); 290,000 tested, 1% active; NOD1-driven NF-kB luciferase reporter cells, luminescence; higher % means a stronger effect; one-dose inhibition, % at 4 µM; EC50 in µM for titrated hits; in the data active = inhibition mostly above about 36%, no sharp cut-off; inactive = mostly below about 34%;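 note: HEK-293T reporter cells stimulated with the NOD1 agonist gamma-tri-DAP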
NS5 inhibitors pilot replicate = further read-out of NS5 inhibitors, marked with its call; inhibition, %; measured here: pilot screen replicate inhibition
* = called active by the depositor; x = not tested or not shown; [ ] = remark or other dose.

The opening five records (preview)
SMILES | KOR beta-arrestin-1 | West Nile virus CPE | NS5 inhibitors | HIV fusion peptide | GPR35 arrestin U2OS | GPR55 activation | GPR55 antagonists | KOR beta-arrestin-2 | NOD1 NF-kB reporter | others
COc1ccc(NS(=O)(=O)c2ccc(N3CCCC3)c(NC(=S)Nc3ccc(SC(F)F)cc3)c2)cc1 | 2.6% | -1.4% | 9% | -1.4% | -16% | -0.2% | 10% | 16% | 39%
CS(=O)(=O)N1CCc2ccccc2C1 | -3.4% | -0.1% | -8% | 2.3% | -15% | 0.1% | 25% | -20% | -22%
Cc1ccc(N(C(=O)c2cc3ccccc3oc2=O)C2C=CS(=O)(=O)C2)cc1 (stereo unspecified) | -2.5% | -1.6% | -3% | -1.3% | 0% | 0.4% | 10% | -17% | -24%
COc1cccc(Nc2c(Nc3cccc(OC)c3)c(=O)c2=O)c1 | -1.5% | 0.1% | -9% | -1.9% | -4% | 0.2% | 5% | -7% | -10%
Cc1ccc(S(=O)(=O)N2CCCCC2)cc1NC(=O)COC(=O)CNC(=O)c1cc(Cl)cc([N+](=O)[O-])c1 | 0.1% | -0.1% | 1% | 1.3% | -9% | -0.1% | -7% | -5% | -8%

Results, from the start:
SMILES | KOR beta-arrestin-1 | West Nile virus CPE | NS5 inhibitors | HIV fusion peptide | GPR35 arrestin U2OS | GPR55 activation | GPR55 antagonists | KOR beta-arrestin-2 | NOD1 NF-kB reporter | others
COc1ccc(NS(=O)(=O)c2ccc(N3CCCC3)c(NC(=S)Nc3ccc(SC(F)F)cc3)c2)cc1 | 2.6% | -1.4% | 9% | -1.4% | -16% | -0.2% | 10% | 16% | 39%
CS(=O)(=O)N1CCc2ccccc2C1 | -3.4% | -0.1% | -8% | 2.3% | -15% | 0.1% | 25% | -20% | -22%
Cc1ccc(N(C(=O)c2cc3ccccc3oc2=O)C2C=CS(=O)(=O)C2)cc1 (stereo unspecified) | -2.5% | -1.6% | -3% | -1.3% | 0% | 0.4% | 10% | -17% | -24%
COc1cccc(Nc2c(Nc3cccc(OC)c3)c(=O)c2=O)c1 | -1.5% | 0.1% | -9% | -1.9% | -4% | 0.2% | 5% | -7% | -10%
Cc1ccc(S(=O)(=O)N2CCCCC2)cc1NC(=O)COC(=O)CNC(=O)c1cc(Cl)cc([N+](=O)[O-])c1 | 0.1% | -0.1% | 1% | 1.3% | -9% | -0.1% | -7% | -5% | -8%
CCOC(=O)C1=C(C)Nc2ccccc2N=C1NC(=O)Cc1ccc(Br)cc1 | -0.5% | 0.2% | 1% | -0.7% | 6% | -0.4% | -2% | -12% | -23%
COc1ccc(CCNC(=O)CCNC(=O)c2ccccc2Cl)cc1 | -4.7% | -0.4% | 4% | -1.0% | 2% | 0.2% | -4% | -6% | -5%
COC(=O)c1cc(=O)nc2sc(-c3ccc(F)cc3)nn12 | 0.1% | 0.5% | 6% | 2.7% | 8% | -0.1% | 25% | 16% | 8%
Cc1ccc(CNC(=O)CSc2nnnn2C)cc1 | 1.4% | 0.3% | 6% | -2.8% | 7% | -0.2% | -7% | -5% | -22% | NS5 inhibitors pilot replicate=-0.9
CC(C)(C)C(=O)NN=C1CCC(c2ccccc2)CC1 (stereo unspecified) | -1.6% | 0.3% | -1% | -1.2% | 6% | -0.1% | 12% | 8% | 2%
O=C1CCCC2=C1Sc1ccccc1N2 | 6.1% | -0.3% | x | 8.4% | 5% | -0.3% | 8% | -2% | -5%
COc1cc(OC)cc(C(=O)Nc2ccc3c(c2)CCCN3C(=O)c2cccs2)c1 | 2.8% | 0.4% | -2% | 2.1% | 6% | 0.2% | 16% | 12% | -28%
S=C(Nc1ccccc1)N1CCCCC1 | 4.1% | 0.5% | -2% | -0.6% | 8% | 0.0% | -2% | 23% | 11%
Cn1cc(C(=O)C(=O)N2CCN(c3ccccc3)CC2)c2ccccc21 | -6.0% | -1.4% | -4% | -0.9% | -3% | 0.0% | 13% | 2% | -33%
CCSc1nnc(NC(=O)C(C)(C)C)s1 | -0.3% | 0.4% | -5% | -1.0% | 10% | -0.2% | 8% | 9% | -26%
CN(C)C(=O)N1CCN(c2nc(-c3ccccc3)cs2)CC1 | -3.6% | -0.4% | -9% | -1.3% | 6% | -0.4% | -8% | -44%[20 µM] | -14%
O=C(c1ccccc1-c1ncc[nH]1)N1CCc2c([nH]c3ccccc23)C1c1ccccn1 (stereo unspecified) | 0.9% | -0.1% | x | -0.3% | 5% | -0.1% | 1% | 0% | -23%
Cc1cccc(OCCOCCSc2ncccn2)c1 | -2.0% | 0.0% | -2% | 2.7% | 4% | 0.2% | 6% | -17% | -25%
CCc1ccc(NC(=S)N(CCN2CCOCC2)Cc2ccccc2F)cc1 | -3.2% | -1.1% | -8% | -2.1% | -9% | 0.2% | 7% | -2% | -13%
CC1(C)Cc2nc3nc(SCC(=O)NCCc4ccccc4)n(-c4ccccc4)c(=O)c3cc2CO1 | 4.1% | 0.2% | -3% | -1.8% | 0% | 1.4% | 5% | -33% | 4%
O=C(O)c1ccc(Cl)c(S(=O)(=O)N(Cc2ccccc2)c2ccccc2)c1 | 3.8% | 0.2% | 2% | 18% | 4% | -0.2% | 2% | -7% | 1%
Cc1ccc(/C=N/NC(=O)c2ccco2)s1 | -1.6% | -0.1% | -6% | 7.4% | 11% | 0.0% | -4% | -11% | 17% | NS5 inhibitors pilot replicate=2.7
O=C(CCn1nnc2ccccc2c1=O)N[C@@H](Cc1ccccc1)C(=O)O | -1.8% | -0.1% | -5% | -1.6% | 5% | -0.2% | 2% | 23% | 1%
COCCCN(C(=O)CC1OC(=O)c2ccccc21)c1c(N)n(Cc2ccccc2)c(=O)[nH]c1=O (stereo unspecified) | -3.9% | 0.3% | -8% | 1.0% | -1% | -0.1% | 18% | -4% | -11%
COC(=O)c1cc([N+](=O)[O-])c(-n2cncn2)c([N+](=O)[O-])c1 | x | -0.2% | 3% | -1.7% | -9% | 0.4% | 2% | -42%[20 µM] | -38%
CCCNC(=O)c1cc(S(=O)(=O)N2CCc3ccccc32)cn1C | x | -1.3% | 1% | -2.4% | -3% | 0.6% | 9% | -22%[20 µM] | 30%
O=C1/C(=C/c2ccco2)N=C(N2CCCCC2)N1c1ccccc1 | 5.7% | -0.7% | -6% | 34% | 9% | 0.4% | 5% | -7% | -6%
Cc1ccc(NC(=O)CN2C(=O)NC(Cc3ccccc3)C2=O)c(Br)c1 (stereo unspecified) | -1.9% | -0.4% | 4% | 1.7% | -6% | -0.7% | 3% | 7% | -25%
COc1ccc(N2CCN(C(=O)C(=O)c3cn(CC(=O)N4CCCCCC4)c4ccccc34)CC2)cc1 | 0.8% | -1.4% | 10% | -1.4% | 3% | 0.6% | 17% | 20% | 1%
C[C@H](NC(=O)[C@@H]1CSC2c3ccccc3C(=O)N21)C(=O)NCCc1ccccc1 (stereo partly specified) | -1.8% | -0.2% | -10% | -0.4% | 11% | -0.2% | -11% | 2% | 0%
CCOC(=O)c1ccc(NC2=CC(=O)CC(c3ccco3)C2)cc1 (stereo unspecified) | -2.5% | 0.2% | 1% | 0.5% | 7% | 0.2% | 6% | -2%[20 µM] | -30%
COc1ccc(-c2nnc(CSc3nc4ccccc4c(=O)n3CC3CCCO3)o2)cc1OC (stereo unspecified) | 2.5% | -0.1% | -16% | -0.5% | 13% | 0.0% | -5% | -6% | -10%
Cc1oc2c(c(C)cc3oc(=O)c(CC(=O)N[C@@H](C)C(=O)O)c(C)c32)c1C | 1.4% | 0.8% | 3% | 6.2% | -14% | 0.5% | -7% | -6% | -5%
Cc1ccc(S(=O)(=O)N2CCC(C(=O)N3CCC[C@H]3C(=O)NC3CCS(=O)(=O)C3)CC2)cc1 (stereo partly specified) | -2.6% | -0.2% | -4% | -0.2% | 5% | 0.0% | -2% | -55% | -3%
CC(C)Cc1nc(Cl)c(C#N)c2c1CCCC2 | -1.9% | -0.1% | -15% | -0.6% | 15% | -0.5% | 9% | 35% | 22%
COc1ccc(S(=O)(=O)NNC(=O)C23CC4CC(CC(C4)C2)C3)cc1 | 0.2% | -0.4% | -4% | -1.4% | 0% | -0.1% | -4% | 20% | -25%
O=C(Nc1cnc2ccccn2c1=O)c1ccc(Cl)cc1Cl | 1.5% | 0.1% | -8% | 1.1% | 1% | 0.2% | -5% | -30% | -17%
O=C(Cn1c(=O)n(Cc2ccccc2)c(=O)c2ccccc21)NCc1ccco1 | -6.2% | 0.9% | -7% | 12% | 15% | 0.3% | -4% | -6% | 8%
CC(C)N=C1NN=C(c2cccs2)C(CC(=O)O)S1 (stereo unspecified) | 4.9% | 0.2% | 19% | 3.0% | 8% | -0.6% | -5% | 27% | 0%
C[C@@H]1CCC[C@]2(O[C@H](CCO)C[C@H](O)[C@H]2O)O1 | -3.2% | -0.1% | -1% | 0.2% | 14% | 0.7% | 10% | 48% | -8%
Cc1ccnc(NC(=O)C2CCCN(S(=O)(=O)c3ccc4[nH]c(=O)ccc4c3)C2)c1 (stereo unspecified) | -4.4% | 0.9% | 0% | -0.6% | 10% | 0.1% | 11% | -14% | -16%
S=C(Nc1ccc(Cl)cc1)N1CCCCC1 | -1.9% | -0.6% | -1% | -2.4% | 11% | -0.4% | 2% | x | -30%
CC(=O)Nc1ccc(S(=O)(=O)N[C@@H](C)C(=O)Nc2ccc(N3CCOCC3)cc2)cc1 | 5.7% | 0.0% | -3% | -1.9% | 8% | 0.3% | 6% | -16% | -25%
Cc1cc(CNC(=O)COc2ccc(F)cc2Cl)cc(C)c1O | 0.1% | -0.5% | 9% | -0.2% | -12% | -0.1% | -22% | -14% | -1%
COc1ccc(OC)c(C(=O)c2oc3ccccc3c2NC(C)=O)c1 | -10% | -0.6% | -6% | 28% | -15% | -0.3% | 3% | -30% | -22% | NS5 inhibitors pilot replicate=-4.9
CC(C)(C)NS(=O)(=O)c1ccc(NS(=O)(=O)c2ccc(F)cc2)cc1 | -4.3% | 0.4% | 3% | -1.4% | -12% | 0.3% | 0% | 2% | x
CCNC(=O)CC1C(=O)N(c2ccccc2)C(=O)N1CCc1ccc(OC)c(OC)c1 (stereo unspecified) | -0.2% | 0.0% | -5% | 2.8% | -5% | -0.1% | 0% | 16% | -14%
CC1Cc2ccccc2N1C1=CC(=O)CC(C)(C)C1 (stereo unspecified) | -0.9% | -0.9% | -5% | 0.0% | -2% | -0.4% | 12% | 21% | 7%
CC(Oc1ccccc1)C(=O)NCc1cccnc1 (stereo unspecified) | 2.3% | 0.0% | 1% | -0.6% | 1% | -0.2% | -15% | -39% | 12%
O=C(c1ccc(Cn2cc(Br)cn2)o1)n1cccn1 | -4.1% | -0.2% | 1% | 1.4% | 5% | 0.4% | 9% | 7% | 14%
CCN(CC)S(=O)(=O)N1CCC(C(=O)NCc2ccco2)CC1 | -4.2% | -0.6% | -9% | -1.5% | 5% | -0.6% | 1% | -14% | 22%

This is a subset; rates above refer to the full screens.
